High-throughput results as filed in PubChem BioAssay.
ERK EGF block = inhibitors of EGF-stimulated ERK signaling pathway. HEK293-V1b, EGF-stimulated phospho-ERK AlphaScreen. Potency, µM (top dose mostly 11.5 µM), inactives show at the highest dose activity change, negative = inhibition, usual class: inhibitors. 130,000 compounds, 0.41% hits. AID 1454; active = well fitted inhibition curve with a large enough effect; inconclusive = small, poorly fitted or top-dose-only effect, or effect the other way;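 note: plate controls were stimulated vehicle wells for no effect and unstimulated vehicle basal for full effect; nearly all actives have a fitted effect of over 55% in size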
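Stably V1b-transfected HEK293 cells; 30 min compound, then EGF 25 nM final for 5 min at 37C; 10 min lysis; phospho-ERK by AlphaScreen after 5 hr beads at room temperature.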
* hit, by the source's call; ? = inconclusive; [ ] = remark or other dose. Potency is the fitted concentration of half-maximal effect.

No. | molecule | ERK EGF block
1 | O=C(O)COc1ccc(/C=N/Nc2nc(Nc3ccccc3)nc(N3CCCCC3)n2)cc1 | -7%
2 | Cc1ccc(NC(=S)/N=C(\N)Nc2nc(C)c3cc(C)c(C)cc3n2)cc1C | -3%
3 | CCn1nc(C(=O)Nc2ccc3nc(C)sc3c2)c2ccccc2c1=O | 3%
4 | COc1ccc(C2CC(=O)Oc3c(C(CCN4CCOCC4)c4cc(OC)c(OC)c(OC)c4)c(OC)cc(OC)c32)cc1 (stereo not drawn) | 5%[57.5 µM]
5 | O=[N+]([O-])c1cc(S(=O)(=O)CCCN2CCOCC2)ccc1F | 1%
6 | O=c1[nH]ncc(NCc2ccc(Cl)cc2)c1Cl | -1%
7 | Cc1c(C(=O)NCCN2C(=O)S/C(=C\c3cccnc3)C2=O)cccc1[N+](=O)[O-] | 2%[57.5 µM]
8 | COc1ccc(CN(C)CC(=O)Nc2ccc(Cl)cc2F)c(OC)c1 | 5%[57.5 µM]
9 | O=C(O)CC(NC(=O)c1cccc([N+](=O)[O-])c1)c1ccc2c(c1)OCO2 (stereo not drawn) | -6%
10 | COc1ccccc1-n1c(=O)c2c3c(sc2n2c(=S)[nH]nc12)CCC3 | -1%
11 | COc1cc(NC(=O)CN2CCC(Cc3ccccc3)CC2)c(C)cc1[N+](=O)[O-] | -5%
12 | O=C(Cc1ccc(Br)cc1)c1ccc(O)cc1O | 2%[57.5 µM]
13 | O=C1Nc2ccc([N+](=O)[O-])cc2OC1CCN1CCN(Cc2ccc3c(c2)OCO3)CC1 (stereo not drawn) | -6%
14 | O=C(CCc1ccccc1)NC(NC(=S)Nc1cccc(Cl)c1)C(Cl)(Cl)Cl (stereo not drawn) | -2%
15 | Cc1ccc(NC(=O)c2c(C)nc3ccccn23)cc1C | -2%
16 | COC(=O)c1[nH]c2ccccc2c1NC(=O)CN1CCN(C/C=C/c2ccccc2)CC1 | ?
17 | Cn1c(SCC(=O)N2CCOCC2)nnc1-c1ccc2ncccc2c1 | 1%[57.5 µM]
18 | COc1ccc(NC(=S)NC(C)Cc2cccs2)cc1 (stereo not drawn) | 2%
19 | CN(CCOc1ccccc1)Cc1nc2cc(Cl)ccc2c(=O)[nH]1 | 3%
20 | COc1ccc(C(=O)Nc2nc(C)cc(C)n2)cc1[N+](=O)[O-] | 3%
21 | Cc1ccc(N2CN(CCC3=CCCCC3)CNC2=S)cc1 | 7%[57.5 µM]
22 | O=C1C2C3CC(C(Br)C3Br)C2C(=O)N1CC1CCCO1 (stereo not drawn) | -15%[57.5 µM]
23 | CNC(=S)Nc1ccccc1-c1ccccc1 | -12%
24 | COc1ccc(OC)c(NS(=O)(=O)c2ccc(NC(=O)c3ccc(NS(C)(=O)=O)cc3)cc2)c1 | 4%
25 | COc1ccc(/C(CC2OC(=O)c3ccccc32)=N\NC(N)=O)cc1 (stereo not drawn) | 1%
26 | O=C(Oc1ccc(-n2cnnn2)cc1)c1ccccc1 | 1%
27 | O=C1N(CN2CCN(Cc3ccccc3)CC2)c2ccccc2C12OCCCO2 | -3%
28 | CN1CCN(c2ccc(S(=O)(=O)N3CCOCC3)cc2NC(=O)CCc2ccccc2)CC1 | -4%[57.5 µM]
29 | COc1cc(OC)cc(C(=O)NNC(=O)NC2CCCCC2)c1 | 0%
30 | CCC(C)NC(=O)c1ccccc1NC(=O)C1COc2ccccc2O1 (stereo not drawn) | 25%
31 | CC(=O)Nc1ccc(OCc2nnc(-c3ccc(Cl)cc3)o2)cc1 | 0%
32 | Cn1nnc2cc(C(=O)N3CCCCCC3)ccc21 | 1%
33 | Cc1onc(-c2ccccc2Cl)c1C(=O)NC(=S)NCCc1ccccc1 | 1%
34 | O=C(NNC(=O)c1oc2ccccc2c1-n1cccc1)c1ccco1 | -1%
35 | COc1ccc(NC(=O)c2cccc(S(=O)(=O)N(C)c3ccccc3)c2)cn1 | -11%
36 | O=C(c1ccccc1Br)N1CCC(c2nc3ccccc3s2)CC1 | ?
37 | Cc1ccc(S(=O)(=O)C2CCCCC2=O)cc1 (stereo not drawn) | 8%
38 | O=C(NCc1cccnc1)c1ccccc1-c1nc(-c2ccccc2)no1 | ?
39 | CCCOC(=O)c1ccc(N2C(=O)c3ccccc3C2=O)cc1 | -10%
40 | COc1ccc(NC(=O)c2cc3c(Cl)nc4ccccc4c3s2)c(OC)c1 | 10%
41 | CCOc1ccccc1NC(=O)N1C2CCCC1CC(NC(=O)C1CC1)C2 (stereo not drawn) | 3%
42 | COC(=O)CSc1nc2c(c(-c3ccc(O)cc3)c1C#N)CCCC2 | -10%
43 | COC(C(=O)Nc1ccc(C(C)=O)cc1)c1ccccc1 (stereo not drawn) | -3%
44 | Cc1cccc(C)c1NC1=C(Cl)C(=O)OC1OC(=O)c1ccccc1 (stereo not drawn) | -2%
45 | CN(C)CCCN1C(=O)C2CCc3[nH]c4ccccc4c3C2C1=O (stereo not drawn) | -8%
46 | C[C@]12C=CC(=O)C=C1CCC1C2=CC[C@]2(C)[C@@H](C(=O)CN3CCN(c4cc(N5CCCC5)nc(N5CCCC5)n4)CC3)CC[C@@H]12 (stereo partly drawn) | 4%
47 | COc1ccc(Br)cc1/C=C/C(=O)NC(=S)Nc1ccc(Cl)c(C(=O)O)c1 | 6%
48 | CCC(=O)OC1(C)C(=O)C2=COC(c3ccc(OC)cc3)=CC2=C(Br)C1=O (stereo not drawn) | -8%
49 | CCCCCCOc1ccc(C(=O)O)cc1 | 12%[57.5 µM]
50 | COc1ccc(C[C@@H]2CN3C(=NC[C@@H]3C)N2CCNC(=O)c2ccc(C)c(Br)c2)cc1 | -8%[57.5 µM]
51 | C=CCN(CC=C)C(=S)NC(=O)/C=C/c1ccc(C)cc1 | 1%
52 | CN(C)c1ccc(Cl)cc1N | -1%
53 | Nc1ncnc(Sc2ccc(Cl)cc2)c1[N+](=O)[O-] | -6%
54 | CCOC(=O)CC(NC(=O)Cn1nnc(-c2ccccc2)n1)c1ccc(OC)cc1 (stereo not drawn) | 1%
55 | O=C(c1ccccc1Cl)N1CCSCC1 | -5%[57.5 µM]
56 | N#C/C(=N\Nc1ccccc1)C(=N)N1CCCCCC1 | -2%[57.5 µM]
57 | COc1cccc(/C=N/NC(=O)c2[nH]nc3c2CCc2ccccc2-3)c1O | ?
58 | O=[N+]([O-])c1ccc(COc2ccc(-c3[nH]ncc3-c3ccc(Cl)cc3)c(O)c2)cc1 | 6%
59 | O=C1C2C3C=CC(c4ccccc4)(C2C(=O)N1c1cccc(Cl)c1)C1C(=O)N(c2cccc(Cl)c2)C(=O)C31 (stereo not drawn) | -2%
60 | O=[N+]([O-])c1ccc(-c2ccc(C=Nc3cccc4ccccc34)o2)cc1 | 6%

The results go on.
No. | molecule | ERK EGF block
61 | Nc1nc(OCc2ccccc2)c2[nH]cnc2n1 | 6%
62 | Cc1ccc(S(=O)(=O)NC(C)C(=O)Nc2cccc([N+](=O)[O-])c2)cc1 (stereo not drawn) | -4%
63 | O=C(Nc1ccncc1)c1ccccc1[N+](=O)[O-] | 16%
64 | N#Cc1ccccc1Sc1ccccc1C(=O)OCC(=O)NC1CCS(=O)(=O)C1 (stereo not drawn) | 2%
65 | Cc1ccc2c(c1)sc1nc(=O)n(-c3ccccc3)c(=O)n12 | 10%[57.5 µM]
66 | CCN(CC(=O)Nc1sc2c(c1C#N)CCCC2)Cc1nc2ccccc2c(=O)[nH]1 | ?
67 | COc1ccc(CC(=O)NCc2nnc(SCC(=O)Nc3nccs3)n2C)cc1 | -5%
68 | CN1CCN(C(=S)Nc2ccc(S(N)(=O)=O)cc2)CC1 | -6%
69 | O=C(NC(=S)Nc1cccc([N+](=O)[O-])c1)c1ccco1 | -3%
70 | Cc1ccc2c(c1)Cc1nc3ccccc3nc1-2 | -1%
71 | COc1ccc(CN(Cc2ccc(OC)cc2)S(=O)(=O)c2ccc(-n3cnnn3)c(C)c2)cc1 | 12%
72 | CCC1Oc2ccc(C)cc2N(CC(=O)N(Cc2ccc(C)o2)C2CCCC2)C1=O (stereo not drawn) | 7%
73 | Cc1cccc2c(C(=O)N3CCN(C(=O)c4ccco4)CC3)cc(-c3cccc(Br)c3)nc12 | ?
74 | COc1cccc(C=Nc2ccccc2C#N)c1O | -5%
75 | Cc1cc(Nc2ccc(Br)cc2)n2nc(C)nc2n1 | -4%
76 | CC1=CC(C)(C)NC(=S)N1c1ccc(C)c(C)c1 | 1%
77 | COc1ccc(NC(=O)c2ccccc2)cc1NS(=O)(=O)c1ccc(F)cc1 | 11%
78 | CN(C)S(=O)(=O)c1cccc(NC(=O)Cc2ccc(Cl)cc2)c1 | -2%
79 | COc1ccc(N2C(=O)C3C(C2=O)C(C(=O)c2ccccc2)N2CCCC32)cc1 (stereo not drawn) | ?
80 | CCOc1ccc2ccccc2c1C(=O)N[C@@H]1C(=O)N2[C@@H]1SC(C)(C)[C@@H]2C(=O)O | 3%[57.5 µM]
81 | CN1CCC(N(C)CC(=O)Nc2ccc3c(c2)OC(F)(F)O3)CC1 | -5%[57.5 µM]
82 | CC(=O)Oc1cccc(/C=C2\C=C(c3ccc(C)cc3)OC2=O)c1 | 3%
83 | O=C(c1cnn2c(C(F)F)cc(-c3ccccc3)nc12)N1CCSCC1 | -1%
84 | CC(C)(C)[C@H]1C=C(C(=O)N2CCN(Cc3ccc4c(c3)OCO4)CC2)O[C@@H](OCc2ccc(CO)cc2)C1 | -7%[57.5 µM]
85 | CC(C)CC(=O)Nc1nnc(CSCc2ccc(F)cc2)s1 | 11%[57.5 µM]
86 | CCOC(=O)c1csc(-c2ccc3c(c2)CCO3)n1 | 8%[57.5 µM]
87 | O=C(COC(=O)/C=C/C(=O)N1CCN(c2ccccc2)CC1)NC(c1ccccc1)c1ccccc1 | 2%
88 | COc1ccc(/C=C2\SC(=O)N(CCNC(=O)C3CCN(S(=O)(=O)c4cccs4)CC3)C2=O)cc1 | -5%
89 | COC(=O)c1ccc(COC(=O)CCS(=O)(=O)c2ccc(C)cc2)cc1 | 3%
90 | O=C(Nc1ccc(Nc2ccccc2)cc1)Nc1ccccc1Cl | 28µM*
91 | Cc1ccccc1Nc1nnc(SCC2CCCCO2)s1 (stereo not drawn) | 2%
92 | O=C(CN1C(=O)C2C3c4ccccc4C(c4ccccc43)C2C1=O)Nc1cccc(C(=O)O)c1 (stereo not drawn) | -5%
93 | Cc1nc(NCCO)c2nc(-c3ccccc3)n(CCN(C)C)c2n1 | 12%
94 | Nc1ccc(SC(F)(F)F)cc1 | 19%
95 | CC(=O)OCC1OC(OC(C)=O)C(NC(=O)Cc2ccccc2)C(OC(C)=O)C1OC(C)=O (stereo not drawn) | -8%
96 | O=C(COc1ccc(Cl)cc1)Nc1nnc(-c2ccco2)o1 | -6%
97 | CC(C)C[C@@H](CC(=O)N[C@@H](CCC(=O)O)CC(=O)O)NC(=O)[C@@H]1CCCC[C@H]1NC(=O)C[C@@H](NC(=O)C[C@H](Cc1c[nH]c2ccccc12)NC(=O)[C@@H]1CCCC[C@H]1N)C(C)C | 1%
98 | COCC(=O)N1CCC2(CC1)CCN(c1ccccc1)CC2 | -2%
99 | COc1ccccc1OCC(=O)NNc1c2ccccc2nc2ccccc12 | ?
100 | COc1cc(OC)cc(C(=O)OCC(=O)Nc2sccc2C(N)=O)c1 | 2%

From no. 81 to 86, copied from above:
No. | molecule | ERK EGF block
81 | CN1CCC(N(C)CC(=O)Nc2ccc3c(c2)OC(F)(F)O3)CC1 | -5%[57.5 µM]
82 | CC(=O)Oc1cccc(/C=C2\C=C(c3ccc(C)cc3)OC2=O)c1 | 3%
83 | O=C(c1cnn2c(C(F)F)cc(-c3ccccc3)nc12)N1CCSCC1 | -1%
84 | CC(C)(C)[C@H]1C=C(C(=O)N2CCN(Cc3ccc4c(c3)OCO4)CC2)O[C@@H](OCc2ccc(CO)cc2)C1 | -7%[57.5 µM]
85 | CC(C)CC(=O)Nc1nnc(CSCc2ccc(F)cc2)s1 | 11%[57.5 µM]
86 | CCOC(=O)c1csc(-c2ccc3c(c2)CCO3)n1 | 8%[57.5 µM]

(continued)
No. | molecule | ERK EGF block
101 | O=C(CN1C(=O)CC(c2ccccc2)Sc2ccccc21)NCC1CCCO1 (stereo not drawn) | 2%
102 | O=C1NC2(CCCC2)Oc2ccccc21 | 0%
103 | Cc1cc(NC(=O)c2cccc(COc3ccc(Br)cc3)c2)no1 | -1%
104 | Cc1ccc(S(=O)(=O)N=S(CCO)CCO)cc1 | -8%
105 | Cc1nc(Nc2ccc(S(=O)(=O)N3CCCC3)cc2)c2nnn(Cc3ccccc3)c2n1 | 35%
106 | Cc1cccc(Nc2nc(N)c([N+](=O)[O-])c(N3CCCC(C)C3)n2)c1 (stereo not drawn) | -3%
107 | CCN1CCN(CC(O)COCCOc2ccc(Br)cc2)CC1 (stereo not drawn) | 16%
108 | O=C(c1cccnc1)C1CCCN(Cc2nc(Cc3ccccc3)no2)C1 (stereo not drawn) | -4%
109 | O=S(=O)(Nc1ncccn1)c1ccc(NC(=S)NCc2cccnc2)cc1 | 1%
110 | COc1ccc2oc3ccccc3c(=O)c2c1 | 2%[57.5 µM]
111 | Cc1ccc(-c2nnn(CC(=O)N(c3cnc4ccccc4c3)C(C(=O)NC3CCCC3)c3ccncc3)n2)o1 (stereo not drawn) | -14%
112 | CCC(=O)OCC(=O)Nc1cc(C)c(C)cc1[N+](=O)[O-] | -3%
113 | O=C(NCC1(c2ccccc2)CCCC1)c1ccc(Br)cc1 | ?
114 | Cc1ccc(/C=N\NC(=O)/C(=C\Nc2nccc(C)n2)NC(=O)c2ccccc2)cc1 | -4%[57.5 µM]
115 | CC(C)(C)c1cc(C(=O)NNC(=O)c2ccc(Cl)cc2)no1 | ?
116 | O=C(c1ccncc1)N1CCC2(CCN(Cc3nccs3)CC2)CC1 | 9%
117 | Cc1cc(C(C)(C)C)ccc1OCCCCN1CCCC1 | -4%
118 | CC1(C)Cc2nc3oc4c(NCCCN5CCOCC5)ncnc4c3cc2CO1 | -3%[57.5 µM]
119 | C/C(=N\OCC(=O)Nc1ccccc1C(C)(C)C)c1ccc2c(c1)OCCO2 | 0%
120 | O=[N+]([O-])c1cc2c(cc1/C=N/n1c(-c3ccccn3)n[nH]c1=S)OCO2 | -4%

This is a subset; the hit share may differ from the screen's.
